# Screening data from PubChem BioAssay.
# TbREL1 inh: TbREL1 inhibition, primary screen; inhibition, % at 9.66 µM; actives 0.49% (n = 89,000); P86926; TbREL1 RNA ligation, FRET fluorescence;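 active means inhibition above the mean inhibition across all screened compounds plus 3 SD, cut at about 11% in these data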;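 further: 0% = plate median of test wells and 100% = NSC42067 control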
# Target sequence (P86926 whole entry, looked up): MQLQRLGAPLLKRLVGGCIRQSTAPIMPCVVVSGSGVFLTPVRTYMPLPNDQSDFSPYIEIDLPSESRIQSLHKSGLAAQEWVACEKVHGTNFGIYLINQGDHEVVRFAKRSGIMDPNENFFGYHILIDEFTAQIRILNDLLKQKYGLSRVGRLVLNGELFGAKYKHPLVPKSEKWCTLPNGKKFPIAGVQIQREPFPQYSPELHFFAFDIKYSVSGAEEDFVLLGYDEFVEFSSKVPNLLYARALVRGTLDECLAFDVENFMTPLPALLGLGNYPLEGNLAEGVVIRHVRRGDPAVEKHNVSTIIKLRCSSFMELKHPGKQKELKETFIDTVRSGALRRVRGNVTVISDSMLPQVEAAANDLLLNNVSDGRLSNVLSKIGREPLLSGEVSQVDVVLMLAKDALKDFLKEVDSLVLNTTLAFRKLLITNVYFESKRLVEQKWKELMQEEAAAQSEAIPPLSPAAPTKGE
# Active calls of the source: *. Some of the compounds tested. The share of hits here may be higher or lower than overall.
canonical_smiles | TbREL1 inh
CCOC(=O)[C@]12CCCC=C1N(Cc1ccc(OC)cc1)C(=O)[C@@H]2CC(=O)NCc1cccs1 | -1.0
O=C(O)c1ncn(Cc2ccc(Br)cc2)c1C(=O)O | 5.8
CCCSc1nnc(NC(=O)Nc2ccc(C)cc2)s1 | 1.1
O=C(NCc1ccc(C(F)(F)F)cc1)O[C@H]1CC[C@@]23CCCN2C(=O)CCC[C@H]3C1 | -3.6
CCN1CCN(C(c2cccnc2)c2c(NC(=O)c3ccco3)sc(C)c2C)CC1 (stereo unspecified) | -1.4
O=C(NCCCn1ccnc1)/C(=C/c1cccs1)NC(=O)c1ccco1 | -1.1
Nn1c(SCC(=O)Nc2ccc(S(N)(=O)=O)cc2)nnc1-c1n[nH]c2c1CCC2 | 0.2
CCCn1c(SCC(=O)N2CCCCC2)nnc1C(C)C | -2.3
O=C1c2ccccc2NC(c2ccccc2)N1/N=C/c1ccccc1 (stereo unspecified) | 3.5
CCCCOC(=O)c1ccc(N2C(=O)CC(N3CCN(C/C=C/c4ccccc4)CC3)C2=O)cc1 (stereo unspecified) | 1.5
COc1nc(NCc2cccnc2)nc(OC)n1 | 0.3
O=C(NCc1ccccc1C(F)(F)F)c1cccc2c1C(=O)c1ccc(N3CCCCC3)cc1S2(=O)=O | 2.6
Cn1c(SCC(=O)C(C)(C)C)nnc1-c1ccncc1 | 5.2
Cc1ccc(S(=O)(=O)CC(=O)Nc2ccc(S(=O)(=O)Nc3ccccn3)cc2)cc1 | -1.4
Cc1ccc(-n2c(C)cc(/C=N/NC(N)=S)c2C)cc1 | -3.3

# Rewritten as labelled records: four of the compounds above.
Nn1c(SCC(=O)Nc2ccc(S(N)(=O)=O)cc2)nnc1-c1n[nH]c2c1CCC2
  TbREL1 inh: 0.2
CCCn1c(SCC(=O)N2CCCCC2)nnc1C(C)C
  TbREL1 inh: -2.3
O=C1c2ccccc2NC(c2ccccc2)N1/N=C/c1ccccc1 (stereo unspecified)
  TbREL1 inh: 3.5
CCCCOC(=O)c1ccc(N2C(=O)CC(N3CCN(C/C=C/c4ccccc4)CC3)C2=O)cc1 (stereo unspecified)
  TbREL1 inh: 1.5

# The list continues.
canonical_smiles | TbREL1 inh
CC(C)(C)c1cc(N)n2nc(C(C)(C)C)cc2n1 | -6.2
O=C(NCCCc1ccccc1)O[C@@H]1CC[C@@]23CCCN2C(=O)CCC[C@H]3C1 | 5.3
O=C(CN1CCN(Cc2ccccc2)CC1)N/N=C\c1ccccc1[N+](=O)[O-] | -2.6
Cc1sc2ncnc(N3CCN(S(=O)(=O)c4ccc(F)cc4)CC3)c2c1C | 1.3
Nc1nc(N)nc(-c2cc(O)ccc2O)n1 | 5.7
CN1C(=O)N(CC(=O)Nc2cccc(S(=O)(=O)N(C)c3ccccc3)c2)C(=O)C12CCCCC2 | -1.7
CCc1ccc(N(CC(=O)NC2CCCCC2)S(=O)(=O)c2c(C)noc2C)cc1 | 1.4
CS(=O)(=O)N(CC(=O)N1CCOCC1)c1ccc2c3c(cccc13)CC2 | -0.4
CCOC(=O)C[C@H]1c2cc(F)ccc2S(=O)(=O)N1c1ccccc1 | -1.3
COc1ccccc1N1CC(C(=O)Nc2ccc(C)c(S(=O)(=O)N3CCOCC3)c2)CC1=O (stereo unspecified) | -0.8
CCc1cc2ccc(C)c(C)c2nc1SCC(=O)Nc1cc(C)on1 | 6.5
Cc1nc(SCc2nc3ccc(C(=O)c4ccccc4)cc3[nH]2)c2oc3ccccc3c2n1 | 0.3
CC[C@@H]1[C@H]2CCCC(=O)N3CC[C@@H](C[C@@H]1Nc1ccccc1)[C@@H]23 | -3.1
OC1CCC(NC(=S)Nc2ccc(SC(F)F)cc2)CC1 (stereo unspecified) | -1.5
O=C(NCc1ccc(Cl)cc1Cl)Nc1nc([C@@H]2O[C@H](CO)[C@@H](O)[C@H](O)[C@H]2O)cs1 | 0.2
CCN=c1scc(-c2ccc3c(c2)NC(=O)CO3)n1N=C1CCCC1 | 0.4
CCOP(=O)(OCC)C(NC(=O)c1ccc(OC)cc1)c1ccccc1 (stereo unspecified) | -3.5
CCn1c(SCC(=O)NCc2ccc3c(c2)OCO3)nnc1-c1ccncc1 | 0.5
COc1ccc(CCNC(=O)C2CC(=O)N(CCc3ccccc3)C2)cc1OC (stereo unspecified) | 6.5
CCCNS(=O)(=O)c1ccc(OCC(=O)NCc2ccco2)cc1 | -0.8
Fc1cccc(Cc2c(C3CCCCC3)nc3c4ccccc4ccn23)c1 | 2.6
O=C(NCCCCNC(=O)c1cccnc1)c1cccnc1 | -0.6
CCOC(=O)C1=CCC(c2ccco2)N(S(=O)(=O)c2ccc(C)cc2)C1 (stereo unspecified) | -0.7
OC(CCN1CCCCC1)(c1ccccc1)C1CC2C=CC1C2 (stereo unspecified) | 0.1
C=CCSc1nc2c(c(=O)[nH]1)C(C(C)C)C(C#N)=C(N)O2 (stereo unspecified) | 1.2
S=C(NCC1CCCCC1)Nc1cccnc1 | 0.0
COc1ccccc1OCCNC(=O)C1CCN(C(C)=O)CC1 | 0.6
N#Cc1cc(-c2ccc(Cl)cc2)cn(Cc2c(Cl)cccc2Cl)c1=O | 7.6
Cc1sc2nc(COC(=O)CNC(=O)c3ccccc3Cl)[nH]c(=O)c2c1C | 6.5
CC1=C(C#N)CCC(=O)N1Cc1c(F)cccc1Cl | 1.5
O=C(Cc1cccc(NC(=O)C2CCN(C(=O)CCc3ccccc3)CC2)c1)Nc1cccc(C(=O)N2CCCCC2)c1 | 1.4
CC12CCC(C(=O)NCc3ccccc3Cl)(OC1=O)C2(C)C (stereo unspecified) | -3.0
Cn1c(=O)c2c(nc(NCc3cccnc3)n2Cc2cccc(C(F)(F)F)c2)n(C)c1=O | -5.2
CCCC(=O)NCc1nc2ccccc2n1C | -2.8
Cc1nc(C)c(CCNC(=O)c2ccc(C(F)(F)F)cc2)s1 | -0.7
COc1ccc(-n2c(SCC(=O)Nc3cccc4ccccc34)nnc2-c2ccco2)cc1 | -0.7
O=C(CN1C(=O)C2CCCCC2C1=O)N1CCN(c2ncccn2)CC1 (stereo unspecified) | -0.2
CC1(C)CC(CC(=O)O)(c2ccc(F)cc2)CCO1 (stereo unspecified) | 1.2
Clc1ccc(/C=N/c2c(-c3ccc(Cl)cc3)nc3n2CCS3)cc1 | -2.5
O=C(Nc1ccc(N2CCN(C(=O)c3cccs3)CC2)c(Cl)c1)c1cccnc1 | 10.2
COc1ccc(OC)c(NC(=O)C23CC4CC(C2)CC(n2cnc(Br)n2)(C4)C3)c1 | 1.1
CCOc1ccc(C(=O)CCC(=O)NC(C)C(=O)OC)cc1 (stereo unspecified) | -1.3
NS(=O)(=O)c1cccc(NC(=O)CCc2ccc(S(=O)(=O)N3CCOCC3)cc2)c1 | 4.2
CC(C)NC(=O)COC(=O)c1cc(Br)ccc1Cl | 0.6
Cc1cccc(Cn2cc(COC(=O)NCCc3ccccc3)nn2)c1 | -1.8

# Compounds above with two or more sulfur atoms (six):
canonical_smiles | TbREL1 inh
CCCSc1nnc(NC(=O)Nc2ccc(C)cc2)s1 | 1.1
Nn1c(SCC(=O)Nc2ccc(S(N)(=O)=O)cc2)nnc1-c1n[nH]c2c1CCC2 | 0.2
Cc1ccc(S(=O)(=O)CC(=O)Nc2ccc(S(=O)(=O)Nc3ccccn3)cc2)cc1 | -1.4
Cc1sc2ncnc(N3CCN(S(=O)(=O)c4ccc(F)cc4)CC3)c2c1C | 1.3
OC1CCC(NC(=S)Nc2ccc(SC(F)F)cc2)CC1 (stereo unspecified) | -1.5
NS(=O)(=O)c1cccc(NC(=O)CCc2ccc(S(=O)(=O)N3CCOCC3)cc2)c1 | 4.2

# Other structures
canonical_smiles | TbREL1 inh
Cc1ccc(N(CC(=O)NC2CCCCC2)C(=O)CNC(=O)c2ccco2)c(C)c1 | -2.3
O=C1CC(c2c[nH]c3ccccc23)C(=O)N1c1ccccc1 (stereo unspecified) | -0.4
COCCCNC(=O)c1nc2ccccc2c(=O)n1NC(=O)Nc1c(Cl)cccc1Cl | 2.7
O=C(Nc1ccc(NC(=O)c2ccccc2)c2ccccc12)c1ccccc1 | 0.1
CCCCCCC(=O)Nc1ccc(Br)cn1 | 9.6
COc1ccc(-c2c(-c3cc(OC)cc(OC)c3)n(C)c3ccc(-c4ccc5[nH]ccc5c4)cc23)cc1 | -1.1
c1ccc(CCn2nnnc2CN2CCCc3ccccc32)cc1 | -0.7
COc1cccc(OC(C)c2ccnc3nc(/N=C/N(C)C)nn23)c1 (stereo unspecified) | -0.4
Cc1ccc2c(c1)N(CC(=O)N1CCN(c3ccccc3)CC1)C(=O)C(C)O2 (stereo unspecified) | -2.5
Cc1ccc(S(=O)(=O)N2CCN(CC(=O)N/N=C\c3ccc(O)c(O)c3)CC2)cc1 | -0.9
O=C1CCc2cc(S(=O)(=O)Nc3cccc(F)c3)cc3c2N1CC3 | 3.4
O=C(COC(=O)CCNS(=O)(=O)c1ccc2c(c1)OCCO2)NC1CCCc2ccccc21 (stereo unspecified) | 1.4
COc1cc(C2NC(=O)C(C#N)=C(S)N2c2ccc(C)cc2)ccc1OC(C)C (stereo unspecified) | -3.8
CCN(CC)CC#CCC(O)(c1ccccc1)c1ccccc1 | -3.9
O=C(Nc1ccc(OCCO)cc1)c1csc([C@H]2C[C@H](O)[C@@H](CO)O2)n1 | 1.1
NC(=O)Cc1cn(-c2ncc(C(F)(F)F)cc2Cl)c2ccccc12 | -3.3
CN(C1CCCCC1)S(=O)(=O)c1ccc(NC(=O)c2ccc(Br)o2)cc1 | 2.0
Cc1ccc(Cl)cc1N1CCN(C(=O)CNC(=O)c2ccc(Br)o2)CC1 | -2.6
COCCN=c1scc(-c2cccs2)n1/N=C(\C)c1ccco1 | -2.8
CCCCCOC(=O)CSc1nnc(-c2ccccc2)c(=O)[nH]1 | 6.4
S=C(NCc1ccc(Cl)cc1)Nc1ccncc1 | -6.7
CCN(CC(=O)c1c(N)n(C)c(=O)n(C)c1=O)c1cccc2ccccc12 | 3.4
CCOP(=O)(OCC)C(Nc1ccc(C)cc1)c1ccco1 (stereo unspecified) | 2.1
CCOC(=O)C1CN(S(=O)(=O)c2ccccc2)CCN1S(=O)(=O)c1ccccc1 (stereo unspecified) | 4.9
CCN(c1ccccc1)S(=O)(=O)c1ccc(OCC(F)(F)F)c(NC(=O)c2ccc(=O)[nH]c2)c1 | -3.7
O=C(c1ccco1)N1CCN(C(=O)c2cc(=O)[nH]c3ccccc23)CC1 | 1.0
CCCCCCCCn1c(=O)c(C(=O)OC)c(N)c2ccccc21 | 2.2
CC1CCN(C(=S)SCc2nc(N)nc(Nc3ccccc3)n2)CC1 | 3.2
CC(Oc1ccc(Cl)cc1Cl)C(=O)N/N=C1\CCCc2ccccc21 (stereo unspecified) | 9.3
OCCC1CN(Cc2ccccc2-c2ccco2)CCN1Cc1ccsc1 (stereo unspecified) | -1.6
COC(=O)C1=C(C)N=C2SC(C)C(=O)N2C1c1cccs1 (stereo unspecified) | -2.4
Cc1ccc(CN2CCN(/N=C/c3ccco3)CC2)c(C)c1 | -4.0
O=S(=O)(NCCc1ccccc1)c1ccccc1 | 0.0
O=C(Nc1c(F)cc(F)cc1Br)C1CCCO1 (stereo unspecified) | 5.7
O=C(CN(c1cccc([N+](=O)[O-])c1)S(=O)(=O)c1ccccc1)N1CCCCC1 | -2.0
COc1ccc(CCNC(=O)COc2ccc(S(=O)(=O)N3CCOCC3)cc2C)cc1 | 1.1
CSc1nc(NC(C)(C)C)nc(N2CCOCC2)n1 | -0.2
CCN(CC)c1ccc(-c2sc(Nc3ccccc3)n[n+]2-c2ccc(F)cc2)cc1 | -3.9
Cc1nccn1S(=O)(=O)c1ccc(Br)cc1Br | 6.7
O=C(O)C[C@H]1c2cc(F)ccc2S(=O)(=O)N1Cc1ccccc1 | 1.7
COC(=O)[C@]12C[C@H](CC(=O)NCc3ccc(C)o3)C(=O)N(Cc3ccco3)C1=C[C@H](COCc1ccccc1)O[C@@H]2C | 1.1
O=C(C[C@H]1C/C=C\CC[C@@H](Cc2ccc(F)cc2)C(=O)O[C@@H](c2ccccc2)CNC1=O)N[C@@H](CO)Cc1ccccc1 | 2.0
CCc1ccc(CN/C=C/C(=O)c2ccc(Br)cc2)cc1 | -3.1
COc1cc(CCC(=O)OCC(=O)Nc2cc(S(=O)(=O)N3CCOCC3)ccc2Cl)cc(OC)c1OC | -1.8
O=C(c1cc(Br)ccc1Cl)N1CCN(c2ccc(N3CCOCC3)nn2)CC1 | -2.0
Cc1cc(C)nc(SCC(=O)c2c(N)n(C)c(=O)n(C)c2=O)n1 | -1.1
Cc1ccc(NC(=S)NNC(=O)c2ccc(N3CCOCC3)c([N+](=O)[O-])c2)cc1C | -4.2
O=C(NCCc1ccc(F)cc1)c1ccc(NS(=O)(=O)c2ccc3[nH]c(=O)[nH]c3c2)cc1 | -1.4
CCCCCCCNC(=O)C1(CC2CC(c3cccc(Br)c3)=NO2)CCN(C(=O)C2CCCC2)CC1 (stereo unspecified) | -1.5
CN1CCSc2ccc(C(=O)Nc3cc(F)ccc3F)cc21 | 0.3
Cc1ccc(C)c2nc3sc(C(=O)O)cc3cc12 | -1.8
COc1ccccc1CNCc1ccc(OC)c(OC)c1OC | 1.1
CC(C)(C)c1ccc(-c2csc(N3CCC(C(N)=O)CC3)n2)cc1 | 3.8
CC1(c2nnnn2-c2ccc3c(c2)OCCO3)CSCC(=O)N1CCc1c[nH]c2ccccc12 (stereo unspecified) | -1.3
CCOC(=O)c1cccnc1SCC(=O)N(CC)c1cccc(C)c1 | -1.8
CCOc1ccc(S(=O)(=O)Nc2cccc(C(=O)N(C)CC(=O)Nc3cccc(OC)c3)c2)cc1 | 3.1
CC(C)NC(=O)C1CCN(C2CCN(C(=O)Cc3ccc4c(c3)OCO4)CC2)CC1 | -1.1
CC(C)CC1NC(=O)N(Cc2cc(=O)n3ccsc3n2)C1=O (stereo unspecified) | 5.9
CC1(C)CC(=O)C(N=Nc2ccc(-c3ccccc3)cc2)=C(O)C1 | -1.1
CCOc1ccc(NCC2CCOC(C)(C)C2)cc1 (stereo unspecified) | 2.3
COc1cccc(C(C)NC(=S)NCc2ccc(Cl)cc2)c1 (stereo unspecified) | 0.1
CSc1nnc(SCC(=O)N(C)c2c(N)n(Cc3ccccc3)c(=O)[nH]c2=O)s1 | 6.5
